14-3-3g Raf – modulators of human 14-3-3 gamma - Raf peptide interaction; FP, 14-3-3gamma / TMR-pS259-Raf peptide binding; inhibition, % at 40 µM; 0.19% of 160,000 active; AID 422; in the data active = inhibition above about 30%;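 note: 0% = protein plus tracer without compound and 100% = blank with tracer alone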
Target sequence (P61981 whole entry, looked up): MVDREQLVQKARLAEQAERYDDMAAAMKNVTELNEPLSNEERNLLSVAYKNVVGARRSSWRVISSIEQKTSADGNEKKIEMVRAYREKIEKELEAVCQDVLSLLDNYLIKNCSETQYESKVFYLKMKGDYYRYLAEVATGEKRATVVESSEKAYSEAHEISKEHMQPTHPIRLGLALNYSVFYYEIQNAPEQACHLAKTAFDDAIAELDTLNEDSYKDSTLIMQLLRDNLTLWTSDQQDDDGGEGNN
Active calls of the source: *; & = joins results of further samples. An excerpt. The share of hits here may be higher or lower than overall.

mol | 14-3-3g Raf
COC(=O)CNC(=O)COC(=O)c1cc(Cl)cc(Cl)c1N | -5.9
COc1ccc(-n2cc(-c3ccc(Cl)cc3)[n+]3c2SCCC3)cc1 | -5.6
CCN(CC)S(=O)(=O)c1cc(C(=O)Nc2ccccc2C(=O)O)ccc1OC | 7.0
COc1ccccc1CNC(=O)c1ccc2c(c1)nc(C)n2-c1ccc(Br)cc1 | -41.2
O=C(CSc1nccn1-c1cccc(Cl)c1)Nc1ccc(F)cc1 | -3.0
O=[N+]([O-])c1ccc(Cl)cc1NCCCN1CCOCC1 | -0.4
CCC1Oc2ccc(C)cc2N(CC(=O)NCCN(CC)c2ccccc2)C1=O (stereo unspecified) | 1.6
COc1ccc(CCNc2ncnc3c2c(-c2ccccc2)cn3-c2ccc(Br)cc2)cc1OC | -4.3
Cc1ccccc1NC(=O)CSc1nnc(Cc2cccn2C)n1-c1ccc(F)cc1 | 4.5
CCSCCOC(=O)C1=C(C)NC2=C(C(=O)CCC2)C1c1cccc([N+](=O)[O-])c1 (stereo unspecified) | -3.2
Cc1ccc(C2C(=O)N(C3CCCCCC3)CC(=O)N2C2CC2)cc1 (stereo unspecified) | -3.9
CCOC(=O)N1CCN(C(=O)c2ccccc2NC(=O)c2ccc(OC)cc2)CC1 | -11.1
C=CCNc1nc2c(c(=O)n(C)c(=O)n2C)n1CCC | -5.0
COC(=O)c1ccc(COc2cc(O)c3c(c2)OC(C)(C)CC3=O)cc1 | -10.6
CC1CCN(C(=O)COC(=O)c2cc3ccccc3cc2O)CC1 | -8.9
CC(=O)Nc1ccc(C(=O)CSc2nnc(C)o2)cc1 | -31.6
O=C(Nc1cccnc1Cl)c1cc(-c2ccc(Br)cc2)on1 | -22.1
O=C(c1ccc(=O)oc1)N1CCCc2ccccc21 | -19.1
CCn1c(-c2ccccn2)n[nH]c1=S | -4.5
COc1ccccc1NC(=O)CSc1nnnn1-c1ccc(C(=O)O)cc1 | 3.0
Cc1cc(N2CCN(C/C=C/c3ccccc3)CC2)n2ncnc2n1 | -1.4
CCOC(=O)c1c(NC(=O)C(C)(C)C)sc(C(C)=O)c1C | -20.8
COC(=O)c1cc(Cl)c(NS(=O)(=O)c2ccccc2)cc1OC | -11.2&3.5
CCOC(=O)N1CCC(Nc2c(OCC)c(=O)c2=O)CC1 | 6.3
CCN1CCN(c2ccc(NC(=O)c3cccnc3)cc2Cl)CC1 | -2.1
CC(=O)c1cc(-c2ccccc2)n(CC(=O)NCc2cccs2)c1C | -7.0
CN1CCN(c2nc(-c3ccc(Cl)cc3)nc3ccccc23)CC1 | 0.3
COc1cccc(-n2c(SCC(=O)O)nnc2-c2cccnc2)c1 | 4.0
CCN(CC)C(=O)c1oc2ccc(S(=O)(=O)N3CCCCCC3)cc2c1C | -8.4
COc1ccc(N(C)S(=O)(=O)c2cnc[nH]2)cc1 | -3.0
O=C(C1CCN(S(=O)(=O)c2cccnc2)CC1)N1CCN(C2CCCC2)CC1 | -2.7
COc1cccc(-c2cc(C(=O)Nc3cccc(O)c3)no2)c1 | -5.4
Cc1cc(S(=O)(=O)NCCCN2CCOCC2)ccc1F | -2.1&-5.1
COc1ccc(C2=NOC(C(=O)NCC(C)C)C2)cc1 (stereo unspecified) | 1.4
O=C(CCc1ccccc1)N1CCC(c2ccccc2)C1 (stereo unspecified) | -5.8
O=S(=O)(NCCSc1nc2ccccc2s1)c1ccccc1 | -5.1
CCC(=O)N1c2ccccc2NC2=C(C(=O)CC(C)(C)C2)C1c1ccc(OCc2ccccc2)cc1 (stereo unspecified) | -8.9
COC(=O)c1cn(C(=O)c2ccccc2F)nc1N | -5.1
CCCCc1ccc(NC(=O)C(CC(C)C)N2C(=O)c3ccccc3C2=O)cc1 (stereo unspecified) | -3.5
CCC(=O)N1N=C(c2ccc(Cl)cc2)CC1c1cc2cc(OC)ccc2nc1Cl (stereo unspecified) | 2.1
COc1ccc(CCNC(=O)c2cc(-c3ccc(Cl)cc3)on2)cc1OC | 2.9
Cc1c(Cl)cccc1NC(=O)CCN1CCCCC1 | 4.2
COc1cc(C)ccc1OCCOCCn1c(-c2ccc(Cl)cc2)nc2ccccc2c1=O | 1.3
Cc1noc(C)c1CSc1nc2ccccc2n1CCc1ccccc1 | -18.3
CCCN1Cc2cccc(C(=O)Nc3ccc4c(c3)OCO4)c2C1=O | -9.4
CCSc1nnc(C)c2ccccc12 | 3.8
COc1ccc(NS(=O)(=O)c2ccc3c(c2)C(O)c2cc(S(=O)(=O)Nc4ccc(OC)cc4)ccc2-3)cc1 | 3.5
CCOC(=O)c1cnc2c(C)c(Cl)ccc2c1N1CCOCC1 | -0.3
CN1C(=O)c2ccccc2C(C(=O)O)C1c1cccs1 (stereo unspecified) | -4.9
O=C(c1c[nH]c2ccc(S(=O)(=O)N3CCOCC3)cc2c1=O)N1CCCC1 | -4.8&-7.9

Additional compounds follow:
mol | 14-3-3g Raf
COc1ccc(C2OC(=O)C(O)=C2C(C)=O)cc1 (stereo unspecified) | -0.3
CCN1CCN(C(=O)C2c3ccccc3C(=O)N(C)C2c2cccs2)CC1 (stereo unspecified) | -1.2
Cc1nc2cc(NS(=O)(=O)c3ccc(Oc4ccccc4Cl)cc3)ccc2s1 | -0.6
O=C1N(Cc2ccccc2Cl)c2ccccc2C12NN=C(c1ccccc1)S2 (stereo unspecified) | -6.9
Cc1cc2c(c(=O)n1Cc1ccccn1)C(c1ccc3c(c1)OCO3)C(C#N)=C(N)O2 (stereo unspecified) | -4.3
COCC(=O)NCCSc1c(-c2ccc(OC)cc2)[nH]c2ccccc12 | -3.2
CN(c1ccc(C(=O)NCc2ccco2)cc1)S(C)(=O)=O | 14.1
COC(=O)c1ccc(C2C3=C(CC(C)(C)CC3=O)OC3=C2C(=O)CC(C)(C)C3)cc1 | -1.6
COc1cccc(-c2nnc(SCc3cccnc3)o2)c1 | 1.0
O=[N+]([O-])c1c(NCCCO)cc(Sc2nc3ccccc3o2)c2nonc12 | 2.7
CCOC(=O)Cn1c(C(C)=O)nc2ccccc21 | 8.3
COc1ccc2[nH]c(=O)c(CN(CCCN(C)C)C(=O)Nc3ccccc3)cc2c1 | -12.6
COc1ccc(-c2n[nH]c3nc(C)cc(=O)n23)cc1 | -3.7
COc1ccc(NCc2nnc(SCC(=O)Nc3cc(C(F)(F)F)ccc3Cl)o2)cc1 | -2.4
CCCCCOC(=O)C1=C(C)NC2=C(C(=O)CCC2)C1c1ccc(OC(C)=O)cc1 (stereo unspecified) | -7.2
O=C(Nc1ccc(-c2nc3ccccc3o2)cc1)c1ccc(S(=O)(=O)N2CCCc3ccccc32)cc1 | -229.0
CCNS(=O)(=O)c1ccc(OC)c(NC(=O)c2ccccc2C(=O)c2ccc(Cl)c([N+](=O)[O-])c2)c1 | -5.8
COc1cc(NC(=O)C2CCC(CNc3c(N4CCCCC4)c(=O)c3=O)CC2)cc(OC)c1 (stereo unspecified) | -7.0
COc1ccc(C2CC(c3ccc(Br)cc3)Nc3ncnn32)cc1OC (stereo unspecified) | 3.2
O=C(CC1N=C2c3ccccc3N=C(SCc3ccc([N+](=O)[O-])cc3)N2C1=O)NCc1ccccc1 (stereo unspecified) | -16.9

Ordered by molecular weight (smallest number first): some entries from above
mol | 14-3-3g Raf
CCCCCOC(=O)C1=C(C)NC2=C(C(=O)CCC2)C1c1ccc(OC(C)=O)cc1 (stereo unspecified) | -7.2
COc1ccc(C2CC(c3ccc(Br)cc3)Nc3ncnn32)cc1OC (stereo unspecified) | 3.2
O=C(Nc1ccc(-c2nc3ccccc3o2)cc1)c1ccc(S(=O)(=O)N2CCCc3ccccc32)cc1 | -229.0

Later entries
mol | 14-3-3g Raf
COc1ccc(CCNC(=O)COC(=O)c2cnccn2)cc1 | -3.2
C=CCn1c(SCC(=O)C(C)(C)C)nnc1-c1cccs1 | 3.9
Cc1ccccc1CS(=O)(=O)CCC(=O)NCc1ccc2c(c1)OCO2 | 0.1
CCCC(=O)N1CCN(c2ccc(C(=O)CC)cc2F)CC1 | -6.7
CC1(C)CC(=O)N(c2ccccc2)C1(C)O (stereo unspecified) | 3.5
CCOc1cc(S(=O)(=O)NCc2ccccc2)ccc1F | -8.3
COc1cc(C)nc(NC(=O)NS(=O)(=O)c2c(C)cc(Cl)nc2Cl)n1 | -7.4
CC(C)C(O)(c1ccccc1)c1cc[n+](C)cc1 (stereo unspecified) | -11.6
c1ccc(CN2CCN(c3nc4ccccc4n4cnnc34)CC2)cc1 | -1.8
O=C(Nc1ccc(C23CC4CC(CC(O)(C4)C2)C3)cc1)c1ccc(S(=O)(=O)N2CCCC2)cc1 | -0.1
Cc1ccc(/C(O)=C2/C(=O)C(=O)N(Cc3ccco3)C2c2cccs2)cc1 (stereo unspecified) | 1.4
COc1ccc(S(=O)(=O)N(CC(=O)Nc2c(C)n(C)n(-c3ccccc3)c2=O)c2ccc(Cl)cc2)cc1 | -2.2
CC(=O)N1CCN(c2ccc(NC(=O)c3cccs3)cc2)CC1 | -5.6
O=C(C1CC1)N1CCc2cc(Br)cc(S(=O)(=O)NCC3COc4ccccc4O3)c21 (stereo unspecified) | -44.8
N#CC12C(=O)N=C(N)C1(C#N)C1C=CC2CC1 (stereo unspecified) | -5.3
Cc1cc(C)nc(SC(=O)N2c3ccccc3Sc3ccccc32)n1 | 0.4
C=CCNc1nc(Nc2ccc(Cl)cc2)nc(OC)n1 | -5.6
O=C1CC(c2cccc(Br)c2)c2cc(Br)c3ccccc3c2N1 (stereo unspecified) | -1.6
CCOC(=O)CNC(=O)c1cc(-c2cccs2)nc2ccccc12 | -0.2
O=C(CSc1nnc(-c2ccco2)c(-c2ccco2)n1)Nc1cccc([N+](=O)[O-])c1 | -67.1
CCCCn1c(SCC(=O)Nc2cc(C)[nH]n2)nc2ccsc2c1=O | -4.2&-2.1
Oc1cccc(Nc2ncnc3ccc(Br)cc23)c1 | -20.5
CCN(CC)S(=O)(=O)c1ccc(C(=O)N2CCN=C2SCc2cccnc2)cc1 | -8.3&-2.4
COC(=O)C(NS(=O)(=O)c1ccccc1)C(C)C (stereo unspecified) | -6.9
Cc1ccc(S(=O)(=O)NCCCN(C)C)cc1 | -4.9
O=C(c1ccccc1)N1CN(C2CCCCC2)Cc2c1sc1c2CCCC1 | -10.2
CC1=C(C(=O)Nc2ccccn2)C(c2ccccc2C)C2=C(CC(C)(C)CC2=O)N1 (stereo unspecified) | -4.8
COC(=O)c1c(NC(=O)Cn2cnc([N+](=O)[O-])n2)sc2c1CCC(C)C2 (stereo unspecified) | 1.4
COc1ccc(C(=O)Nc2ccc3c(c2)C(=O)c2ccccc2C3=O)cc1OC | -37.1
COc1ccccc1C(=O)NCCCC(=O)O | 3.3
COc1cc2c(cc1OC)C1C(C(=O)NCCCN3CCN(c4ccc(F)cc4)CC3)c3ccccc3C(=O)N1CC2 (stereo unspecified) | -0.9
CCOC(=O)c1cc(C)n(S(=O)(=O)c2ccc(C)cc2)c1C | 2.4
Cc1ccc(Oc2ccc(NC(=O)c3ccc(N4C(=O)c5ccccc5C4=O)cc3)cc2)cc1 | -11.0
O=C(CCCn1c(=S)[nH]c2ccc(Br)cc2c1=O)N1CCN(c2ccccn2)CC1 | -12.6
CCCCOC(=O)CCc1n[nH]c(=O)[nH]c1=O | -2.6
COc1ccc(S(=O)(=O)N2CCCC2C(=O)NCc2cccs2)cc1 (stereo unspecified) | 0.5
N#CC1(C#N)C(c2ccccc2C(F)(F)F)C(C(=O)c2cccs2)N2C=Cc3ccccc3C21 (stereo unspecified) | -67.8
CCOCCCNCc1cccc(Cl)c1 | 2.6
CCn1c(-c2ccco2)n[nH]c1=S | 16.6
CCOC(=O)c1cnc2c(C)cc(Cl)cc2c1Nc1cccc(C)c1 | -5.5
O=C(CC1(O)C(=O)N(Cc2ccccc2)c2ccccc21)c1ccc2c(c1)CCCC2 (stereo unspecified) | 1.7
CCOC(=O)c1cnc2c(OC)cccc2c1NCCOC | -4.7
CC(=O)NC(Nc1sc2c(c1C(N)=O)CCCC2)(C(F)(F)F)C(F)(F)F | -2.8
C=CCn1c(SCC(=O)Nc2c(C)nn(Cc3ccccc3)c2C)nnc1C(O)c1ccccc1 (stereo unspecified) | 0.2
COc1ccc(Cl)cc1NC(=O)CCc1nc(-c2ccccc2F)no1 | 2.9
COC(=O)c1cccc(NC(=O)c2ccc(Cl)c([N+](=O)[O-])c2)c1 | -4.9
COC(=O)c1nnn(-c2nc(N3CCCCC3)nc(N3CCCCC3)n2)c1C | -9.2
O=C(Nc1ccccc1-c1nc2ccccc2s1)c1ccco1 | -1.5
CCOC(=O)Cn1c(C)nc2c(C(=O)Nc3ccccc3)sc(C)c2c1=O | -31.2
O=C(Nc1cccc(O)c1)c1cc2nc(-c3ccccc3)cc(-c3ccccc3)n2n1 | -8.3

Seven entries drawn at random from the list so far:
mol | 14-3-3g Raf
COc1ccccc1C(=O)NCCCC(=O)O | 3.3
CC(=O)NC(Nc1sc2c(c1C(N)=O)CCCC2)(C(F)(F)F)C(F)(F)F | -2.8
O=C(CCCn1c(=S)[nH]c2ccc(Br)cc2c1=O)N1CCN(c2ccccn2)CC1 | -12.6
O=C(Nc1ccccc1-c1nc2ccccc2s1)c1ccco1 | -1.5
CCOC(=O)Cn1c(C)nc2c(C(=O)Nc3ccccc3)sc(C)c2c1=O | -31.2
CCCCOC(=O)CCc1n[nH]c(=O)[nH]c1=O | -2.6
CCn1c(-c2ccco2)n[nH]c1=S | 16.6

Later entries.
mol | 14-3-3g Raf
COc1cccc(CNc2cccc(C(F)(F)F)c2)c1O | 1.2
O=C(Oc1ccc(/C=N/O)cc1)c1ccccc1 | -1.6
Cc1ccc(S(=O)(=O)C2(C(=O)Nc3ccc4c(c3)OCO4)CC2)cc1 | -3.6&-3.3
CCc1ccc(CN2C(=O)c3ccccc3C2C(=O)NC(C)CC)cc1 (stereo unspecified) | 5.6
COc1ccc(OC)c(NC(=O)C2C3CCC(O3)C2C(=O)O)c1 (stereo unspecified) | -1.4
CCOc1ccccc1C1NN(C(=O)c2ccc(C)cc2)C2C(=O)N(c3ccc(C)cc3)C(=O)C12 (stereo unspecified) | -34.5
O=C(Cn1c2ccccc2c(=O)c2ccccc21)Nc1ccccc1Br | -4.8
NC(=O)c1n[nH][nH]c1=O | -2.2
Cc1cc(C)cc(-n2ccnc2SCC(=O)Nc2nccs2)c1 | 0.6
COc1ccc(Nc2ncc(C(=O)Nc3ccc(C)cc3Br)c3ccccc23)cc1 | 4.0
CC1CCc2nc(NC(=O)c3ccco3)sc2C1 (stereo unspecified) | -3.8
CCOc1ccc(C(=O)N2CCCC2)cc1OC | -12.2

High-throughput results from PubChem.
